# Bioassay records: PubChem BioAssay, National Center for Advancing Translational Sciences (NCATS)
# PKM2 activator: qHTS Assay for Activators of Human Muscle isoform 2 Pyruvate Kinase; actives 0.34% (n = 260,000); Pyruvate kinase PKM (Homo sapiens), P14618; Potency, µM (titrated, usually from 57.5 µM), for the others: top-dose activation, actives largely listed as activators; purified PKM2, Kinase-Glo ATP luminescence, activation; response scale: 0% is enzyme alone, no compound; AID 1631, 2009; further: potency means the concentration at half of the fitted maximal effect; on the % scale 0 is the no-effect control and ±100 the full control effect; nearly all actives have a fitted effect of over 55% in size
#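 Kinase-Glo luminescence reports ATP generated from ADP (0.1 mM) and PEP (0.5 mM) by purified hPK-M2 after 1 h at room temperature, pH 7.2 imidazole buffer; intermediate enzyme activity allows detecting inhibitors and activators.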
# TRPV1 agonist: HTS Assay for Compounds that Act as Agonists of the Vanilloid Receptor 1; activation, % at 8.33 µM; TRPV1-expressing cells, Fluo-8 calcium influx, agonist mode; actives 0.19% (n = 320,000); Transient receptor potential cation channel subfamily V member 1 (Homo sapiens), Q8NER1; AID 540275, 2011; in the data active means activation above about 80%; inconclusive means between about 30% and that limit; further: 0% is about no effect
# Target sequence (Q8NER1 whole entry, looked up): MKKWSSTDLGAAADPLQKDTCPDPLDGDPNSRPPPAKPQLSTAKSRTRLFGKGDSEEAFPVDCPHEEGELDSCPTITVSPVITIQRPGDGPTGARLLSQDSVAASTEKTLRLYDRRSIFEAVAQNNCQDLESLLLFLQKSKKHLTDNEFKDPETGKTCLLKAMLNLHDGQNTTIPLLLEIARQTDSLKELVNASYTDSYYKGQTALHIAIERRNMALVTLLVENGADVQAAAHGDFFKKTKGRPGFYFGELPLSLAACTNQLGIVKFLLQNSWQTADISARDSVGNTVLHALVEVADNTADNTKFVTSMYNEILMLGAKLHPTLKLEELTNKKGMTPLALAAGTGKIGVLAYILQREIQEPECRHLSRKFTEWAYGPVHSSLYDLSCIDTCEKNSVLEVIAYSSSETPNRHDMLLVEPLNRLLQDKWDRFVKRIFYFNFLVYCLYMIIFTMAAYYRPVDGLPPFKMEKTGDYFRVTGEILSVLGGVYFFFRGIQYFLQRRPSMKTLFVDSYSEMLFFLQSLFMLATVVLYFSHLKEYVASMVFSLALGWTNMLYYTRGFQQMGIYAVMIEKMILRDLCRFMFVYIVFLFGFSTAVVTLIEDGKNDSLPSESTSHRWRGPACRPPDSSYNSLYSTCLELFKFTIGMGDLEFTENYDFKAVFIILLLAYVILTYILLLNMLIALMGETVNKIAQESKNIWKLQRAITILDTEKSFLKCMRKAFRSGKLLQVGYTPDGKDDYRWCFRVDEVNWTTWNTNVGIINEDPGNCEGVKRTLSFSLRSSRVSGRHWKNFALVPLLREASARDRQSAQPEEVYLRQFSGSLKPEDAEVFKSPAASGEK
#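 TRPV1-expressing cells were cultured overnight at 35.5C and loaded with Fluo-8 calcium dye for 40 to 90 min at room temperature. After a 10 s baseline, compound was added and calcium influx was read kinetically for 3 min (ex 480/em 520 nm).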
# FBPA coupling cs: qHTS Assay for Inhibitors of Fructose-1,6-bisphosphate Aldolase from Giardia Lamblia: Coupling assay counterscreen; coupling enzyme system counterscreen, AmpLite Red fluorescence; activity change, negative = inhibition, % at 58.2 µM, hits read low; actives 0.67% (n = 290,000); AID 2472, 2010; in the data active means activity change below about -30%; further: on the % scale 0 is the no-effect control and ±100 the full control effect
#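 Final compound at 57.5 uM, incubated 10 min at RT with coupling enzyme reagent (glyceraldehyde-3-phosphate), then 20 min with substrate and AmpLite Red detection. Fluorescence read at 525/598 nm; tests interference with the coupling assay, not aldolase inhibition.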
# Giardia killer: Small Molecules that selectively kill Giardia lamblia: qHTS | Giardia lamblia trophozoite viability | activity change, % at 7.66 µM, hits read low | actives 0.15% (n = 340,000); in the data active means activity change below about -80%; inconclusive means between about -30% and that limit;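 further: parasites exposed to compound for two days anaerobically before the ATP read; on the % scale 0 is the no-effect control and ±100 the full control effect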
#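 Compounds were tested on trophozoites seeded at 100 cells/well and held 48 hrs at 37 deg C anaerobically. An ATP-based luminescent kit measured the remaining live cells.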
# CXXC DNA block: qHTS Fluorescence Polarization Assay for Inhibitors of MLL CXXC domain - DNA interaction. Histone-lysine N-methyltransferase 2A (Homo sapiens), Q03164. MLL-CXXC / FITC-HOXA9 DNA fluorescence polarization. Potency, µM (titrated, usually from 115 µM), inactives show at the top dose activity change, negative = inhibition, hits mostly inhibitors. actives 0.037% (n = 290,000). AID 2662, 2010; active means well fitted inhibition curve with a large enough effect in the polarisation, with a control signal flat, not every such curve was filed as active; inconclusive means small, poorly fitted or top-dose-only effect, or effect the other way, or a change in a side signal; inactive means no such curve, though single readings can be large or run the other way; the % refers to the polarisation; further: potency means the concentration at half of the fitted maximal effect
#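 Fluorescence polarization: 7 uM MLL-CXXC (stock) preincubated 5 min with compounds, then 50 nM fluorescein-HOX-A9 DNA (stock) added; 30 min ambient. Buffer 50 mM Tris-HCl pH 7.5, 50 mM NaCl, 1 mM DTT, 0.05% BSA.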
# KCNH2 3.1 block: qHTS for Inhibitors of KCHN2 3.1: Mutant qHTS; Potassium voltage-gated channel subfamily H member 2, brain isoform KCNH2 3.1 (human); activity change, % (tested at about 1.8 µM); AID 720553, 2013; actives 0.95% (n = 340,000); U2OS KCNH2 3.1, thallium flux FluxOr; active compounds read low;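 active means maximum activity change below -70%; inconclusive means maximum activity change from -70% to -50%; inactive means maximum activity change above -50%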;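 further: thallium influx rate constant from kinetic fluorescence after stimulation buffer; on the % scale 0 is the no-effect control and ±100 the full control effect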
#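 Steps: virus added to U2OS suspension (4 h, RT, dark); medium with 10% FBS added, cells plated, 37 C overnight; FluxOr/Red40 loading buffer 45 min RT; stimulation buffer, 2 min kinetic read; rate constant normalized.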
# USP2a block: qHTS Assay for Inhibitors of Ubiquitin-specific Protease USP2a Using CHOP2 as the Reporter. Ubiquitin carboxyl-terminal hydrolase 2 (Homo sapiens), O75604. USP2 core, Ub-CHOP2 coupled fluorogenic reporter, 485/531. Potency, µM (series often up to 38.3 µM), inactives show at the highest dose activity change, negative = inhibition, usual class: inhibitors. actives 0.01% (n = 330,000);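 further: potency means the concentration at half of the fitted maximal effect; plate controls were DMSO wells for no effect and full inhibition by NEM control for full effect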
#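 Cell-free coupled assay: 10nM USP2 core preincubated 30min RT with compound in Tris-HCl pH 8.0/CaCl2/CHAPS buffer, then 25nM Ub-CHOP2 and 25nM reporter substrate; fluorescence (Ex 485/Em 531) read after 60min RT, normalized to NEM inhibition, concentration-response curves fitted.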
# GALK inh: qHTS Assay for Inhibitors of Human Galactokinase (GALK). AID 1868, 2009. Purified GALK, Kinase-Glo residual ATP luminescence. actives 0.007% (n = 270,000). Potency, µM (highest dose often 57.5 µM), for the others: at the highest dose activity change, negative = inhibition, usual class: inhibitors. P51570; further: potency means the concentration at half of the fitted maximal effect; on the % scale 0 is the no-effect control and ±100 the full control effect
#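 Luminescence from leftover ATP (Ultra-Glo luciferase/luciferin) served as read-out after a 1 h room-temperature reaction of 5 nM GALK with 35 uM ATP and 100 uM galactose.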
# B2AR arrestin: qHTS assay of beta-arrestin-biased ligands of beta2-adrenergic receptor; Beta-2 adrenergic receptor (Homo sapiens), P07550; actives 0.02% (n = 330,000); Potency, µM (series often up to 46.1 µM), for inactives: at the highest dose activation, usual class: activators; beta-arrestin recruitment to beta2AR, cell-based reporter;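 further: potency means the concentration at half of the fitted maximal effect; 0% = DMSO controls and full agonism = EC100 isoproterenol or metaproterenol; nearly all actives have a fitted effect of over 65% in size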
# KCNH2 WT inh: qHTS for Inhibitors of KCHN2 3.1: Wildtype qHTS; Voltage-gated inwardly rectifying potassium channel KCNH2 (Homo sapiens), Q12809; U2OS, BacMam KCNH2, thallium flux FluxOr; active compounds read low; activity change, % at 1.84 µM; actives 0.37% (n = 340,000);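 active means maximum activity change below -70%; inconclusive means maximum activity change between -70% and -50%; inactive means maximum activity change above -50%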; further: on the % scale 0 is the no-effect control and ±100 the full control effect
#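 U2OS cells transduced with wild-type KCNH2 virus are loaded with FluxOr dye for 45 min, and thallium flux is measured in kinetic reads before and after stimulation buffer. Rate constants are normalized to DMSO controls.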
# Menin MLL FP TR: qHTS Assay for Inhibitors Targeting the Menin-MLL Interaction in MLL Related Leukemias: Competition With Texas Red Labeled MLL-derived Mutant Peptide | O00255 | Menin + Texas Red MLL mutant peptide, fluorescence polarization | Potency, µM (series often up to 61.6 µM), for the others: top-dose FP activity change, negative = inhibition, actives largely listed as inhibitors | actives 0.23% (n = 270,000); active means well fitted inhibition curve with a large enough effect in the polarisation, with a control signal flat, not every such curve was filed as active; inconclusive means small, poorly fitted or top-dose-only effect, or effect the other way, or a change in a side signal; inactive means no such curve, though single readings can be large or run the other way; the % refers to the polarisation; further: potency means the concentration at half of the fitted maximal effect; % of control where 0% means no effect; many of its hits are not listed in these tables
# The depositor's hits bear a star; ? = inconclusive; . = not tested or not shown; [ ] = remark or other dose. Unless noted, the call rests on the fitted dose curve; in most records, active means well fitted curve in the direction sought with a large enough effect; inconclusive means small, poorly fitted or top-dose-only effect, or another doubt; inactive means no such curve, though single readings can be large; an effect the other way counts as inactive or inconclusive. Only part of the results is shown; count on the stated rates, not on these rows.
# The line under a structure holds: PKM2 activator	TRPV1 agonist	FBPA coupling cs	Giardia killer	CXXC DNA block	KCNH2 3.1 block	USP2a block	GALK inh	B2AR arrestin	KCNH2 WT inh	Menin MLL FP TR
- CN(C(=O)COC(=O)c1ccc[nH]c1=O)C1CCCCC1
  2%	0	2	1	8%	1	0%	8%	-0.3%	-1	-15%
- COc1cccc(C2CC(c3ccccc3OC)n3ncnc3N2)c1 (stereo not given)
  -1%	.	-1	-26	1%	11	1%	3%	0.4%	-3	-6%[11.7 µM]
- CCOC(=O)c1cc2c(ccn2C)n1CC(=O)N1CCN(c2ccccc2OC)CC1
  1%	-2	-19	.	5%	.	1%	5%	-3.3%	.	-14%
- CCCn1cnc2c(c1=O)c1nc3ccccc3nc1n2Cc1ccccc1OC
  -4%	-1	0	.	5%	.	6%	-1%	0.0%	.	17%
- CC1(C)C(=O)C2(CCCC2)C(=O)OC1c1ccco1 (stereo not given)
  -2%	0	-2	-1	2%	-17	2%	0%	-0.2%	-5	-13%
- CCOC(=O)N1CCC(NC(=O)CCc2cn(C)c3ccccc23)CC1
  0%	-3	1	6	-1%	13	6%	0%	-0.1%	6	-4%
- CCOn1c(=O)c(-c2cc(OC)ccc2OC)[n+]([O-])c2ccccc21
  0%	-1	0	2	3%	7	-5%	-1%	-0.3%	-3	0%
- CC(C)NC(=S)NCc1cccnc1
  -6%	2	0	6	6%	-11	3%	3%	-0.4%	9	-25%
- Cc1ccc(S(=O)(=O)Cn2nnnc2C(c2ccc(F)cc2)N2CCC(C(N)=O)CC2)cc1 (stereo not given)
  12%	0	-1	18	-2%	17	0%	-2%	3.0%	-9	-1%
- COc1ccc(-n2nc(C(=O)NCC(=O)Nc3cccc(NC(C)=O)c3)c3ccccc3c2=O)cc1
  .	1	1	12	-3%	-6	3%	1%	-0.1%	3	17%
- Cc1nn(-c2cccc(Cl)c2)c2nc(-c3ccncc3)cc(C(=O)N3CCOCC3)c12
  -8%	22	0	-15	3%	3	0%	10%	0.1%	-7	13%
- Cc1ccc(OCCNC(=O)CCC(=O)N2CCOCC2)cc1
  .	-3	.	3	.	24	3%	.	0.2%	-7	.
- O=C(Nc1cccc(F)c1)C1CCN(S(=O)(=O)c2cnc[nH]2)CC1
  .	1	.	-17	-1%	10	1%	1%	0.4%	1	.
- COc1ccc(-c2nnc(SCc3ccccc3)n2N)cc1
  5%	-2	4	-15	-11%	-2	3%	-1%	3.0%	-7	-2%
- N#Cc1ccsc1NC(=O)COC(=O)c1cc2ccccc2cc1O
  4%	-3	-4	-12	5%	-15	5%	0%	0.2%	3	?
- O=C(N/N=C/c1cccc2ccccc12)c1cccs1
  .	-4	-4	3	22%	2	-8%	.	-0.4%	4	?
- COc1ccc(NS(=O)(=O)c2cc(NC(=O)c3ccc(S(=O)(=O)N(C)C)cc3)ccc2N2CCOCC2)cc1
  .	.	.	21	.	12	-7%	.	0.1%	-1	.
- CCN(CC)C(=O)c1sc(NC(=O)c2ccoc2C)c(C(=O)OC)c1C
  7%	3	1	14	0%	16	0%	3%	-0.2%	-7	?
- NC(=S)N/N=C/c1ccccc1O
  -5%	.	-4	-2	-2%	73	5%	-3%	-0.3%	-12	.
- Cc1cc(=O)n(CC(=O)O)c2ccccc12
  0%	-7	0	-3	-3%	9	0%	0%	-1.2%	20	19%
- COc1ccc(C(c2sc3nc(C)nn3c2O)N2CCCCC2)cc1 (stereo not given)
  -7%	0	-1	0	-2%	-4	0%	0%	-0.3%	4	-8%
- CNC(=O)c1c(Cl)cnn1-c1ccc(C)cc1
  0%	2	1	-12	2%	11	1%	-1%	3.2%	4	21%
- CC(C)NCC(O)COCCOc1ccc(Cl)cc1 (stereo not given)
  -1%	2	0	-3	11%	-2	1%	1%	-0.4%	-21	.
- CC1(C)Cc2noc(N)c2C(C)(C)N1OC(=O)c1ccccc1
  -2%	-2	1	5	5%	-11	1%	0%	0.3%	-6	2%
- O=C(NCCc1ccccc1F)c1cccc2cccnc12
  0%	-1	0	4	9%	-7	3%	2%	-0.6%	-8	?
- COc1cccc(C2C(C#N)=C(N)Oc3c2oc(CO)cc3=O)c1 (stereo not given)
  2%	-2	-9	4	-1%	11	-1%	-2%	-1.1%	3	18%
- O=C(c1ccc2n[nH]nc2c1)N1CCN(c2ccc(C(F)(F)F)cn2)CC1
  .	?	.	6	.	3	5%	.	0.1%	-3	.
- O=C(CC1c2ccccc2Oc2ccccc21)Nc1ccccc1F
  1%	9	-2	4	1%	0	1%	1%	-0.8%	0	-11%
- O=C(CCCn1c(=S)[nH]c2cc3c(cc2c1=O)OCO3)N1CCN(C2CCCCC2)CC1
  0%	1	-2	-1	-1%	-11	0%	0%	-0.4%	-1	9%
- Cn1c(SCC(=O)Nc2ccccc2F)nc2c(c1=O)SCC2
  -2%	-3	5	-4	4%	12	4%	-5%	-0.4%	17	2%

# Profiles as entered above.
# Entry for CC(C)NCC(O)COCCOc1ccc(Cl)cc1 (stereo not given) = PKM2 activator: -1%; TRPV1 agonist: 2; FBPA coupling cs: 0; Giardia killer: -3; CXXC DNA block: 11%; KCNH2 3.1 block: -2; USP2a block: 1%; GALK inh: 1%; B2AR arrestin: -0.4%; KCNH2 WT inh: -21; Menin MLL FP TR: .
# Entry for COc1ccc(C(c2sc3nc(C)nn3c2O)N2CCCCC2)cc1 (stereo not given) = PKM2 activator: -7%; TRPV1 agonist: 0; FBPA coupling cs: -1; Giardia killer: 0; CXXC DNA block: -2%; KCNH2 3.1 block: -4; USP2a block: 0%; GALK inh: 0%; B2AR arrestin: -0.3%; KCNH2 WT inh: 4; Menin MLL FP TR: -8%

# Gathered by group: those above with a furan ring, fused or not.
# The line under a structure holds: PKM2 activator	TRPV1 agonist	FBPA coupling cs	Giardia killer	CXXC DNA block	KCNH2 3.1 block	USP2a block	GALK inh	B2AR arrestin	KCNH2 WT inh	Menin MLL FP TR
- CC1(C)C(=O)C2(CCCC2)C(=O)OC1c1ccco1 (stereo not given)
  -2%	0	-2	-1	2%	-17	2%	0%	-0.2%	-5	-13%
- CCN(CC)C(=O)c1sc(NC(=O)c2ccoc2C)c(C(=O)OC)c1C
  7%	3	1	14	0%	16	0%	3%	-0.2%	-7	?

# Following part:
# The line under a structure holds: PKM2 activator	TRPV1 agonist	FBPA coupling cs	Giardia killer	CXXC DNA block	KCNH2 3.1 block	USP2a block	GALK inh	B2AR arrestin	KCNH2 WT inh	Menin MLL FP TR
- Cc1c(CC(=O)N2CCN(C(=O)C3COc4ccccc4O3)CC2)c(=O)oc2cc(O)cc(O)c12 (stereo not given)
  .	1	-2	?	12%	3	3%	-3%	0.3%	0	?
- O=C(Nc1ccc(F)cc1)C1CCCN(S(=O)(=O)c2ccc3[nH]c(=O)ccc3c2)C1 (stereo not given)
  -6%	-3	-3	18	.	-1	3%	.	3.5%	-1	?
- COc1ccc(CCNC(=O)c2cc(-c3ccccc3)on2)cc1OC
  -3%	2	3	-11	3%	5	2%	1%	-0.2%	-14	-3%
- COCCCNc1nc2nonc2nc1N(C)CC1CCCN1C (stereo not given)
  3%	-1	3	25	5%	0	-17%	0%	-0.8%	13	-6%
- COc1ccc(-c2cc(C(=O)N3CCN(c4ccccc4)CC3)c3ccccc3n2)cc1
  0%	3	-2	-19	4%	3	2%	-1%	0.1%	-4	4%
- CCCCn1nnnc1SCC(=O)N1CCOCC1
  -8%	-5	1	-12	5%	-2	0%	0%	-0.1%	10	-6%
- CCCc1cc(=O)[nH]c(Nc2ccc(N3CCCCC3)cc2)n1
  -1%	1	2	14	-1%	-1	-2%	-6%	-0.3%	-9	9%
